AGP1 TOR yeast – modulators of AGP1-GFP expression in yeast TOR pathway, primary screen, cell-based, multiplex flow cytometry, S. cerevisiae, MLPCN library | 3 h; GFP as percent of DMSO wells | GFP response vs DMSO, % at 10 µM | 320,000 tested, 0.02% active | AID 2066, 2009;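 active means GFP response relative to DMSO above a set limit, near screen average plus 3 SD, cut at about 150% in these data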;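 further: median GFP channel fluorescence of the gated AGP1 strain per well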
MEX-5 binding – MEX-5 zinc finger RNA-binding disruptors – biochemical, C. elegans, fluorescence polarization, MLPCN library, primary screen; Zinc finger protein mex-5 (Caenorhabditis elegans), Q9XUB2; MEX-5/FITC-TCR2 RNA binding; active compounds read low; activity score (negative = inhibition of binding), % at 10 µM; 300,000 tested, 0.38% active; AID 1832, 2009;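 active means inhibition past about -25% in most replicates, and total fluorescence under double the plate's negative control median, limit read from the data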;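 further: 0% = DMSO and -100% = 5 µM competing unlabeled TCR2 RNA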
Target sequence (Q9XUB2 whole entry, looked up): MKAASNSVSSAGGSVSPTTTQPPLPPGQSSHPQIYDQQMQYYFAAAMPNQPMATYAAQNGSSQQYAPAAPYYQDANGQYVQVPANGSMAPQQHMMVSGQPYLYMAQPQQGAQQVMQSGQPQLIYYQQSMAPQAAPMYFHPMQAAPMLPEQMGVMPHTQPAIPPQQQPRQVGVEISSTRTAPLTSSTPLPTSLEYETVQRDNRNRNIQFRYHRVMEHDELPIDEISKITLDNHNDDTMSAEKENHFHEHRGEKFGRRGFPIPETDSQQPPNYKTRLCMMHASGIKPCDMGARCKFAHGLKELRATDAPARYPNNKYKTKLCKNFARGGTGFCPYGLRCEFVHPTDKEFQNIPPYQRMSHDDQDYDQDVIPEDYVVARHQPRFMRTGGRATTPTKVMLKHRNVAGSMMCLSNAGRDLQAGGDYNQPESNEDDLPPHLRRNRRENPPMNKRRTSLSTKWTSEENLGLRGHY
CIT2-GFP yeast – modulators of CIT2-GFP expression in yeast, primary screen, S. cerevisiae, GFP fusion, multiplex flow cytometry, MLPCN library; GFP response vs DMSO, % at 10 µM; 320,000 tested, 0.065% active; S. cerevisiae CIT2-GFP strain, 3 h; 100 means same as DMSO wells; AID 2029, 2009;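 active means GFP response relative to DMSO above a set limit, near the screen mean plus 3 SD, cut at about 150% in these data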;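 further: ratio of well median GFP fluorescence to mean of DMSO wells on the plate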
BCLXL inh – inhibitors of human Bcl-xL, primary screen, biochemical, fluorescence polarization, HTS. inhibition, % at 10.9 µM. GST-Bcl-xL / FITC-Bim BH3 peptide fluorescence polarization. 320,000 tested, 0.7% active;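 active means inhibition above the mean of all tested compounds plus 3 SD, cutoff set per campaign, cut at about 30% in these data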;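 further: 0% = DMSO wells and 100% = unlabeled Bim-BH3 peptide competitor; inhibitors lower millipolarization by displacing the labeled peptide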
Target sequence (Q07817 whole entry, looked up): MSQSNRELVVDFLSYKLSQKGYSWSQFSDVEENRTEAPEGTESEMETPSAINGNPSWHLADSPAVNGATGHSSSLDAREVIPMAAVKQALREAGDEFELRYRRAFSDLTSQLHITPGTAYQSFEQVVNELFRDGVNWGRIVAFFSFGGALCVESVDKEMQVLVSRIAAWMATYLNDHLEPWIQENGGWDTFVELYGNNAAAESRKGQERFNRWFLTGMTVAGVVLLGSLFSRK
VLA-4 inh – inhibition in human VLA-4 binding assay, primary screen, VLA-4 allosteric modulator project, MLPCN library, flow cytometry, VLA-4 expressing cells | ligand binding flow cytometry | inhibition, % (about 7 µM as worked out from the volumes in the protocol) | 330,000 tested, 0.2% active; in the data active means inhibition above about 50%
GLD-1 RNA inh – GLD-1/TGE RNA complex disruptors, primary screen, biochemical, fluorescence polarization | Female germline-specific tumor suppressor gld-1 (Caenorhabditis elegans), Q17339 | purified GLD-1 + fluorescein TGE RNA | inhibition, % at 5.96 µM | 320,000 tested, 0.44% active | AID 2280, 2010;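 active means percent inhibition above a per-plate cutoff, the plate mean of test compounds plus 3 SD, cut at about 30% in these data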;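 further: 0% = DMSO wells with GLD-1 and probe and 100% = wells lacking GLD-1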
MCL1 BIM primary – inhibitors of MCL1 binding to BIM-BH3, primary screen, biochemical, fluorescence polarization | AID 2057, 2009 | GST-MCL1 / FITC-Bim-BH3 fluorescence polarization | 320,000 tested, 0.68% active | inhibition, % at 10.9 µM | Induced myeloid leukemia cell differentiation protein Mcl-1 (Homo sapiens), Q07820;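 active means inhibition above the mean inhibition of all tested compounds plus 3 SD, set per campaign, cut at about 40% in these data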;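 further: 0% = DMSO wells and 100% = unlabeled Bim-BH3 peptide control; higher means more loss of mP so more displacement of Bim peptide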
Target sequence (Q07820 whole entry, looked up): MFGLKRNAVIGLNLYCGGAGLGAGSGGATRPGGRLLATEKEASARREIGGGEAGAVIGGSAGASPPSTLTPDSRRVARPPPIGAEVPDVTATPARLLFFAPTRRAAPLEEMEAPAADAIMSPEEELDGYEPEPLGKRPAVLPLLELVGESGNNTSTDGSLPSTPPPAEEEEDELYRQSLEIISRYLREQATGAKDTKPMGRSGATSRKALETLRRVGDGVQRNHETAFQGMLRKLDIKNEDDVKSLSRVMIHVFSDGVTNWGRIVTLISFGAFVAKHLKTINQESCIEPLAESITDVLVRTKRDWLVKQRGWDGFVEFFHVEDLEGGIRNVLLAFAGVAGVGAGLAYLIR
Fam108B inh – mouse Fam108B serine hydrolase inhibitors, primary screen, counter-screen for RBBP9 inhibitor project, biochemical, fluorescence polarization; recombinant Fam108B, FP-Rh probe fluorescence polarization; AID 1947, 2009; 300,000 tested, 0.33% active; inhibition, % at 9.51 µM;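 active means inhibition above the screen mean inhibition plus 3 SD, computed separately per campaign, cut at about 18% in these data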;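 further: inhibitors lower polarization as less probe binds the enzyme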
GRK2 aptamer HTS – compounds blocking aptamer binding on GRK2 – biochemical, human GRK2, bead flow cytometry, HTS, primary screen; Beta-adrenergic receptor kinase 1 (Homo sapiens), P25098; FAM-aptamer displacement from GRK2; inhibition of aptamer binding, % at 10 µM; 330,000 tested, 0.59% active; AID 488847, 2010;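 active means inhibition of aptamer binding above 40%, roughly 3 SD of noise, on plates passing a quality check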;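 further: median bead fluorescence of bound FAM aptamer so fluorescent compounds give negative values; no value below 0 was filed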
Numbers without * were called inactive; x = no result given.

The line under a structure holds: AGP1 TOR yeast	MEX-5 binding	CIT2-GFP yeast	BCLXL inh	VLA-4 inh	GLD-1 RNA inh	MCL1 BIM primary	Fam108B inh	GRK2 aptamer HTS
CC(=O)c1ccccc1OCCn1nnc(-c2ccc(C)cc2)n1
    104	1.3	90	8	1	1	2	-3	2
COc1ccc(CCNC(=O)c2ccc(CS(=O)(=O)c3ccc(C)cc3)o2)cc1OC
    107	0.3	108	8	5	-3	12	2	1
CCc1ccc(Oc2coc3cc(OCC(=O)Nc4cc(C)ccc4C)ccc3c2=O)cc1
    106	1.2	106	-1	9	4	0	-1	1
CCCCn1c(N)c(N(CCOC)C(=O)c2ccc(-c3ccccc3)cc2)c(=O)[nH]c1=O
    103	2.1	84	-2	1	3	-9	0	0
Cc1cc(=O)[nH]c(SCC(=O)N2CCCCCC2)n1
    105	-1.8	110	4	-4	2	-1	-3	1
CC(=O)c1cccc(NC(=O)c2cnccn2)c1
    99	0.4	103	5	-4	4	3	1	0
Cc1onc(-c2ccccc2)c1C(=O)n1cc(Br)cn1
    104	2.8	97	-2	-1	7	-5	0	69*
CC(C)c1ccc(NC(=O)N(CCc2nc3ccccc3[nH]2)C2CCCC2)cc1
    109	3.0	98	4	0	5	5	-5	1
Fc1ccc2nc(C(F)(F)F)cc(N3CCOCC3)c2c1
    93	0.8	93	x	-3	x	x	x	2
COc1ccc2nc(NC(=O)CSc3cn[nH]n3)sc2c1
    101	-0.9	90	-1	11	-7	-3	1	0
CS(=O)(=O)c1ccc2c(c1)SC1=NC(=O)/C(=C/c3ccco3)C(=N)N12
    96	-1.7	96	-4	-49	-34	-24	-6	0
CCc1nnc(NC(=O)CN2CCOCC2)s1
    99	0.5	95	4	0	4	-2	7	0
CCC(Oc1ccccc1C)C(=O)N1CCCN(C)CC1 (stereo unspecified)
    98	-1.3	99	-1	21	-2	7	-1	3
O=C(N/C(=C\c1ccccc1)C(=O)N1CCOCC1)c1cccc(Br)c1
    104	-3.2	111	-2	-5	5	-3	1	0
COc1ccccc1NC(=O)c1ccc(NC(=O)COC(=O)C2CCCCC2)cc1
    91	-2.0	95	-4	2	-1	-17	-6	0
O=C(Cn1ccc(C(F)(F)F)n1)Nc1ccc(S(=O)(=O)NCc2ccco2)cc1
    94	1.4	x	-2	10	1	5	-6	0
O=C(NC1CCCCC1NC(=O)c1ccco1)c1ccco1 (stereo unspecified)
    99	0.1	93	4	6	1	-3	-3	0
COC(=O)[C@@H](NC(=O)Nc1cccc(OC)c1)C(C)C
    92	-2.6	97	-1	-2	-1	2	0	1
C(=N\N=C\c1ccccn1)/c1ccccn1
    88	-0.8	92	10	8	-9	2	3	1
Cc1ccc(C)c(CSc2nc3[nH]ncc3c(=O)[nH]2)c1
    103	-0.3	111	4	11	-2	3	1	3
O=C(Nc1cccnc1)c1ccccc1NS(=O)(=O)c1ccc(F)cc1
    110	3.6	113	11	1	9	15	1	0
COc1cc(CN2CCN(CCCc3ccccc3)CC2CCO)cc(OC)c1 (stereo unspecified)
    104	-0.7	103	2	12	10	14	-2	0
Cc1ccc(CN2CCCN(C)CC2)c(C)c1
    96	-0.8	100	9	11	7	-1	-2	0
COc1ccc(N2C(=O)c3ccccc3C(C)(C)C2=O)cc1
    94	-1.7	71	-2	-1	-3	-1	2	0
Cc1cc(N2CCN(C)CC2)nc2ccc(NC(=S)NC3CC3)cc12
    119	-2.4	129	-1	1	-4	6	-2	0
CCOc1ccc(-c2nc(N)ncc2-c2ccccc2OC)c(O)c1
    102	0.6	102	-4	10	0	-4	-7	29
Cc1cccc(N(Cc2ccccc2)C(=O)CSC(C)C(=O)Nc2cc(C)on2)c1 (stereo unspecified)
    94	-0.6	84	-1	15	-1	-4	-4	1
O=C(N/N=C/c1ccc[nH]1)c1ccccc1OCc1ccccc1Cl
    99	2.5	98	9	-3	-9	12	1	1
Cc1nc2c(C)[n+](CC(=O)c3ccccc3)ccc2n1C
    99	3.9	87	-4	-6	-1	1	-4	0
COc1ccc(CNCC(=O)Nc2ccccc2-n2cccc2)cc1
    101	-1.0	96	7	-11	6	-1	3	2
COc1cc2c(cc1OC)CN(c1ccc(-c3ccccc3OC)nn1)CC2
    88	-2.6	90	54*	8	-16	65*	-1	1
CCOP(=O)(OCC)/C(=N/OC(=O)c1ccc(Cl)cc1Cl)C(N)=O
    112	1.8	109	6	3	2	0	-2	0
CCN(CC)C(=O)CSc1nnc(-c2ccco2)o1
    99	-0.5	92	7	14	-2	6	2	23
Cc1cc(C(=O)OCC(=O)N2CCC(C)CC2)c2ccccc2n1
    105	x	99	x	2	-1	x	x	20
Cc1cc(NC(=O)c2ccccc2-c2ccccc2C(=O)O)no1
    99	-0.8	95	3	-13	4	2	3	0
O=C(NC1CCCC1)C(c1ccncc1)N(CCCN1CCOCC1)C(=O)c1ccc(-c2ccccc2)[nH]1 (stereo unspecified)
    96	0.1	93	-2	4	5	-10	0	2
COc1ccccc1CNC(=O)C(CC(C)C)NC(=O)C1CCC(C)CC1 (stereo unspecified)
    104	-0.3	99	0	3	3	-2	1	4
Cc1ccccc1-n1nnnc1SCc1cc(=O)n2ccsc2n1
    100	-3.0	99	5	9	6	4	4	2
O=C(Cn1cnc2ccccc21)Nc1ccc(F)c(F)c1
    111	0.3	95	4	-9	0	7	-1	0
O=C(Nc1cccc(C(=O)O)c1)/C(=C\c1ccc(F)cc1)NC(=O)c1ccco1
    102	-1.7	108	1	2	6	2	-1	0
O=C(Cn1cccn1)N1CCCC(Nc2ccc(F)c(F)c2)C1 (stereo unspecified)
    91	-1.3	95	2	-18	7	5	3	0
Cc1c(CCC(=O)NC2CC2)c(=O)oc2cc(O)ccc12
    101	-1.3	106	3	-11	4	5	4	0
O=C(Cn1nc(-c2ccc(Cl)cc2)ccc1=O)NCc1ccc2c(c1)OCO2
    99	-1.9	97	-1	-5	2	-2	0	0
CCOC(=O)C(c1ccccc1)N1CCN(c2ccc(OC)cc2)CC1 (stereo unspecified)
    93	-1.2	97	3	3	1	6	-3	0
O=S(=O)(c1ccc(Br)cc1)N1CCCN(Cc2ccccc2F)CC1
    93	3.3	93	2	-10	3	13	-1	5
COc1ccc(C(=O)Nc2cnc(NC(=O)c3cccs3)cc2C)cc1
    93	-0.8	94	13	5	5	10	0	0
Cc1[nH]n(C(N)=S)c(=O)c1N=Nc1cc(C(F)(F)F)ccc1Cl
    99	-6.8	106	3	13	-1	7	9	0
Nc1ncnc2c1nc(Sc1ccc(Cl)cc1)n2[C@@H]1O[C@@H]2COP(=O)(O)O[C@H]2[C@H]1O
    102	0.2	99	-1	27	4	-3	-4	0
Cc1nonc1-c1ccc2c(c1)OCO2
    23	-2.3	100	-3	18	-1	-4	-2	0
O=C(NCc1ccc(C(=O)O)cc1)OCc1ccccc1
    103	2.8	103	7	-31	-3	2	0	0

Later entries.
The line under a structure holds: AGP1 TOR yeast	MEX-5 binding	CIT2-GFP yeast	BCLXL inh	VLA-4 inh	GLD-1 RNA inh	MCL1 BIM primary	Fam108B inh	GRK2 aptamer HTS
O=C(Nc1nccs1)C1(S(=O)(=O)c2ccc(Cl)cc2)CC1
    107	0.3	105	-1	1	3	-4	-2	3
COc1ccc(C(=O)Nc2nc(-c3ccc(S(=O)(=O)N4CCOCC4)cc3)cs2)cc1
    105	0.9	106	7	-17	5	7	-17	0
Cc1cc(C(=O)N2CCN(c3ccc([N+](=O)[O-])cc3)CC2)co1
    98	-2.4	104	0	15	3	-3	2	9
Cc1ccc(C2(c3ccc(C)cc3)NC(=O)N(CC(N)=O)C2=O)cc1
    82	-1.4	103	6	-8	3	-1	0	1
CN(C)C(=O)c1ccc(-c2cc(C(F)(F)F)n(C)n2)s1
    110	1.1	102	7	0	-1	0	0	2
CCOC(=O)c1c(C)n(CC)c2ccc(OC(=O)c3ccc([N+](=O)[O-])cc3)cc12
    105	3.8	101	2	17	-1	2	-1	0
O=C(Nc1ccccc1)C1CC(=O)N(Cc2ccccc2)C1 (stereo unspecified)
    98	-0.6	102	-10	-4	8	-19	-7	0
CC(=O)OCCCNc1cc(Sc2nc3ccccc3s2)c2nonc2c1[N+](=O)[O-]
    93	-9.8	88	16	16	0	15	5	1
Cn1c(=O)c2c(nc(N3CCCCC3)n2CC(O)COc2ccccc2)n(C)c1=O (stereo unspecified)
    98	-2.4	100	3	-6	-1	5	3	0
CC(C)=CCC/C(C)=C/COc1c2occc2cc2ccc(=O)oc12
    111	x	108	x	9	8	x	x	1
COc1cc(NC(=O)CN(c2ccc(C)cc2)S(=O)(=O)c2c(C)n[nH]c2C)cc(OC)c1
    108	-0.5	98	6	0	-2	3	-4	0
CC(C)c1ccc(C(O)c2nc3ccccc3n2C)cc1 (stereo unspecified)
    97	-0.9	100	6	8	4	6	0	0
COc1ccc(/C=C/C(=O)NC(=S)Nc2ccccc2C(=O)NC2CCCCC2)cc1
    98	-2.9	97	2	8	3	2	-10	0
CCOC(=O)Cc1csc(NC(=O)c2cnc3sc(C)cn3c2=O)n1
    92	-6.1	88	3	-6	-2	3	-2	0
CC1Cc2ccccc2N1S(=O)(=O)c1cccc(C(=O)OCC(=O)NC2CCS(=O)(=O)C2)c1 (stereo unspecified)
    90	-1.6	102	-2	7	2	-5	3	3
c1cnc2c(SCc3ccc(-c4nnco4)cc3)cccc2c1
    43	-1.4	106	0	6	4	4	2	0
O=C(COC(=O)c1ccc(C(F)(F)F)cc1)Nc1cccc(S(=O)(=O)NC2=NCCCCC2)c1
    105	x	99	x	14	6	x	x	0
CC(=O)Nc1ccc(Oc2nc(-c3ccccn3)nc3ccccc23)cc1
    111	-4.2	107	2	7	0	1	1	4
COc1ccccc1NC(=O)Cn1c(=O)n(-c2ccccc2)c(=O)c2oc3ccccc3c21
    82	-1.1	95	5	-6	0	-2	-1	0
CCOC(=O)Cn1nc(C)c(-c2ccccc2)c1N
    108	-1.7	106	3	2	14	-2	3	0
O=C1Nc2cc(C(=O)NCCCN3CCOCC3)ccc2S/C1=C/c1ccccc1F
    99	0.6	93	5	29	6	0	-5	0
COc1cc(/C=N/NC(=O)c2cc(-c3c(C)nn(-c4ccccc4)c3C)n[nH]2)ccc1O
    102	0.7	116	-2	-2	8	11	7	0
O=C(c1scc2c1CCCC2)N1CCOCC1
    83	-0.6	80	8	5	3	2	-3	0
Cc1cc(C)c(NC(=O)c2ccccc2C(=O)c2ccccc2)c(C)c1
    103	-1.2	104	-1	8	4	3	-1	0

Outcome played no part in choosing rows. Share with any hit: about 2.2%.
